APJ agonist – agonists of human apelin receptor APJ, primary screen, CHO-K1 cells, PathHunter beta-arrestin, luminescence; activation, % at 20 µM; 0% DMSO wells, 100% apelin; P35414; actives 0.11% (n = 330,000);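 active = activation more than six SD over the plate average, tested at 20 µM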;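 also: 0% = DMSO alone and 100% = apelin-13 at 10 nM; some results filed as inactive read as strong as hits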
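Assay system – PathHunter CHO-K1 APJ (AGTRL-1) beta-arrestin reporter cells · Compound – one dose, 20 µM compound, 1% DMSO · Timing – compound 90 min 25 °C, reagent 1 h · Measured by – luminescence from split beta-galactosidase complementation, Galacton Star/Emerald II substrate · Measure – beta-arrestin recruitment to APJ as agonist activity, luminescent signal · Benchmarks – DMSO vs Apelin-13 10 nM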
Mdm2-MdmX inh – inhibitors of human Mdm2-MdmX association, primary screen, cell-based, luminescence, split luciferase, SaOS-2, uHTS; Protein Mdm4 (Homo sapiens) + E3 ubiquitin-protein ligase Mdm2 (Homo sapiens), …; SaOS-2 split-luciferase Mdm2/MdmX complementation; inhibition, % at 8 µM; actives 3% (n = 330,000); AID 485346, 2010;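 active = inhibition of at least 50% at 8 µM in the primary screen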
Target sequence (O15151 whole entry, looked up): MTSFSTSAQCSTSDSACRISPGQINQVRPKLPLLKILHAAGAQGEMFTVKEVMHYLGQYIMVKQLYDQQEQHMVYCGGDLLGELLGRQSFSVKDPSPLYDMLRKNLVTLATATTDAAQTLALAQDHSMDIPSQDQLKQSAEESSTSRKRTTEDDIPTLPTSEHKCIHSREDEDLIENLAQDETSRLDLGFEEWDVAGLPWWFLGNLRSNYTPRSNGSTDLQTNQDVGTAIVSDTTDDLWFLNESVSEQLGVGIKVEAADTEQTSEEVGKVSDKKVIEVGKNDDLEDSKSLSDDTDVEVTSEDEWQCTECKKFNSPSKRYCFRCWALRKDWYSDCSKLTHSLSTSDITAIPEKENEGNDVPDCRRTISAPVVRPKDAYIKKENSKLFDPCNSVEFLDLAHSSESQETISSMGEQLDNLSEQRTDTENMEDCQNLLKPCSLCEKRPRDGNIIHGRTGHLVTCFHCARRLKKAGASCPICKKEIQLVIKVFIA
Target sequence (Q00987 whole entry, looked up): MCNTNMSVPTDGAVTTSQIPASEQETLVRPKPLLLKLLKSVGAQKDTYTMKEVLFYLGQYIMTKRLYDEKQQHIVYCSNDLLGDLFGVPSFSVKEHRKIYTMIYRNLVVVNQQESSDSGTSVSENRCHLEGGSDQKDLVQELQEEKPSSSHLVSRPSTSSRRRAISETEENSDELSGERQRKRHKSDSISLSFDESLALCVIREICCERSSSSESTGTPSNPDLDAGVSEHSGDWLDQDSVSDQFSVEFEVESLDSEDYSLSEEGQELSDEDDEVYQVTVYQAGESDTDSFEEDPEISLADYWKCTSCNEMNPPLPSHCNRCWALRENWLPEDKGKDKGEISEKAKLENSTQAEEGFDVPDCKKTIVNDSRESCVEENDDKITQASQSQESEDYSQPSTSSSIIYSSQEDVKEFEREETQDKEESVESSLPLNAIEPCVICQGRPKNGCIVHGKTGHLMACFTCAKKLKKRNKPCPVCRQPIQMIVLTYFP
XBP1 UPR activ – activators of adaptive XBP1 UPR arm, primary screen, cell-based, CHO-XBP1 luciferase reporter, luminescence, uHTS | AID 463104, 2010 | IRE1-XBP1 UPR activation; percent of tunicamycin response, DMSO as zero | activation, % at 20 µM | actives 0.33% (n = 330,000);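 active = versus positive control, 20 µM dose yields 30% or more activation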;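 also: 100% = tunicamycin at 10 µg/mL and 0% = DMSO only wells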
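Material: CHO-XBP1 cells stably carrying IRE1-XBP1-driven luciferase reporter / Amount: 1000 cells per well / Compound: 20 µM, 1% DMSO / Times: 6 h treatment, 37 °C / Detection: luciferase luminescence / Measure: % activation of reporter signal versus tunicamycin and DMSO controls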
NLRP3 yeast inh – NALP3 inflammasome inhibitors in reconstituted yeast, primary screen, luminescence, uHTS; Yeast reconstituted NLRP3/ASC/caspase-1, beta-gal luminescence, 24 h; inhibition, % at 10 µM; actives 0.39% (n = 330,000); AID 2825, 2010;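 active = inhibition of 50% or more; inactive = inhibition below 50%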;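 also: plate controls were induced DMSO wells for no effect and uninduced yeast grown without galactose for full effect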
tim23-1 inh – growth inhibitors of tim23-1 mutant yeast, primary screen, luminescence, uHTS | S. cerevisiae tim23-1 growth, BacTiter-Glo luminescence, 24 h | inhibition, % at 20 µM | actives 1.3% (n = 330,000) | AID 463212, 2010;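 active = growth inhibition of the mutant yeast at or above 50%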;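 also: temperature-sensitive mutant grown at 25 °C; plate controls were DMSO-treated mutant yeast for no effect and medium wells lacking yeast for full effect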
TIM10 inh – growth inhibitors of isogenic TIM10 control yeast, primary screen, counter-screen for tim10-1 yeast inhibitor project, luminescence, uHTS; S. cerevisiae TIM10 strain growth, BacTiter-Glo luminescence, 24 h; inhibition, % at 10 µM; actives 1.4% (n = 330,000);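 active = inhibition of 40% or more at the single tested concentration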;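 also: wild-type TIM10 isogenic control strain grown at permissive 25 °C; 0% = DMSO yeast wells and 100% = minimal medium wells without yeast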
GRIN3A LBD mod – binders of NR3A ligand-binding domain, primary screen, biophysical, differential scanning fluorimetry, uHTS. Glutamate receptor ionotropic, NMDA 3A (GRIN3A) ligand-binding domain. actives 2.5% (n = 340,000). Tm shift relative to glycine control, % at 25 µM. AID 1259313, 2017. NR3A LBD differential scanning fluorimetry, Tm shift; 0% = protein alone, 100% = glycine-bound protein;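 active = melting temperature shift of at least 10% of the positive control shift, at one fixed dose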
tim10-1 inh – growth inhibitors of tim10-1 mutant yeast, primary screen, luminescence, uHTS; S. cerevisiae tim10-1 ts strain growth, BacTiter-Glo, 24 h; AID 463190, 2010; inhibition, % at 20 µM; actives 2.2% (n = 330,000);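 active = inhibition of at least 40%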;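 also: mutant grown at 25 °C; 0% = DMSO wells with yeast and 100% = wells holding no yeast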
CHOP UPR activ – activators of apoptotic CHOP UPR arm, primary screen, cell-based, CHO-CHOP luciferase reporter, luminescence, uHTS. UPR activation; percent of tunicamycin response over DMSO baseline. activation, % at 10 µM. actives 0.34% (n = 330,000). AID 449763, 2010;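 active = at 10 µM dose, activation of 40% or more, normalized to positive control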;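 also: 100% = tunicamycin at 10 µg/mL and 0% = DMSO alone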
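System: CHO-CHOP luciferase reporter cell line; amount: 500 cells/well; buffer or medium: F12 medium containing 10% fetal bovine serum; incubation: 6 h compound exposure at 37 °C after overnight seeding; measured by: luciferase luminescence after 10 min with Steady-Glo reagent; evaluation: % reporter activation, DMSO baseline versus tunicamycin full activation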
The depositor's hits bear a star; · = no result given.

SMILES | APJ agonist | Mdm2-MdmX inh | XBP1 UPR activ | NLRP3 yeast inh | tim23-1 inh | TIM10 inh | GRIN3A LBD mod | tim10-1 inh | CHOP UPR activ
Cc1ncsc1CCC(=O)N1CCCC(Nc2ccc(F)c(F)c2)C1 (centres undefined) | -2 | -11 | -1 | -8 | 12 | 0 | 0 | 9 | 1.2
COc1ccc(NC(=O)c2ccc(NC(=O)COC(=O)CC(NC(=O)c3ccccc3Cl)c3ccccc3)cc2)cc1 (centres undefined) | 0 | -40 | -2 | 8 | -6 | 2 | 8 | 3 | 6.1
CN1CCN(CCC(=O)Nc2ccc(Br)cc2)CC1 | 1 | -14 | -2 | 1 | -5 | -8 | -2 | -25 | -0.9
O=C(/C=C/c1cccs1)Nc1nncs1 | -5 | -22 | 1 | 7 | 4 | -6 | -1 | 7 | 4.8
COc1cc(/C=C2\C(=N)N3N=C(S(C)(=O)=O)SC3=NC2=O)ccc1OS(=O)(=O)c1ccccc1 | -5 | 10 | -4 | 7 | 11 | 5 | · | -1 | 0.8
COc1ccccc1OCCOc1ccc(C(=O)c2ccccc2)cc1 | -2 | 31 | -2 | 27 | 16 | -29 | 3 | 7 | -2.9
CC(NC(=O)c1cccs1)C(c1cccs1)N1CCN(c2ccccc2)CC1 (centres undefined) | 2 | 11 | -3 | 9 | 29 | 11 | -13 | 27 | -1.2
CC(=O)c1ccc(OCC(=O)NCc2ccc(F)cc2)cc1 | -4 | -7 | 0 | 14 | 10 | 8 | -2 | 9 | 0.5
CC(Sc1nc(N)cc(N)n1)C(=O)NCCC1=CCCCC1 (centres undefined) | -3 | -22 | -1 | 15 | 10 | -5 | -1 | 6 | -0.9
Cc1nnc(SCC2=C(C(=O)O)N3C(=O)C(NC(=O)COc4ccccc4)C3SC2)s1 (centres undefined) | 3 | 18 | -4 | 4 | 11 | -1 | 3 | -16 | 0.7
CC(=O)Nc1ccc(S(=O)(=O)NCC2CCC(C(=O)NCCC3=CCCCC3)CC2)cc1 (centres undefined) | 3 | 19 | 0 | 7 | 18 | 19 | 2 | 12 | 1.0
O=C(Cn1cnc2ccccc2c1=O)NCCC(=O)Nc1ccc(F)cc1 | -3 | -13 | 5 | 17 | 3 | -6 | -3 | -7 | 0.8
COCCN1CN(S(=O)(=O)c2ccc(Cl)cc2)c2nc3ccccc3nc21 | 1 | 13 | -2 | 7 | 16 | 13 | 3 | 27 | -2.0
COc1cccc(NC(=O)C2CC(=O)N(Cc3ccc(C)cc3)C2)c1 (centres undefined) | -2 | 19 | 0 | 9 | 0 | -2 | 1 | 10 | -1.7
O=C(COC(=O)C1CCCCC1)Nc1cccc(Br)c1 | 0 | 13 | 0 | 18 | 25 | 12 | -4 | 11 | -2.1
COc1ccc(-n2c(Cc3cccn3C)nnc2SCC(=O)N2CCCc3ccccc32)cc1 | -4 | 12 | -3 | -7 | 34 | 25 | 0 | 27 | 0.6
COc1cccc(-c2nn(-c3ccccc3)cc2CN(C)Cc2c(C)nc3ccccn23)c1 | -5 | 13 | -4 | -1 | 25 | 17 | 0 | 39 | -2.1
CCOc1ccc(S(=O)(=O)N2CCOCC2)cc1NC(=O)CN1C(=O)NC2(CCCC2)C1=O | -5 | 2 | 0 | -10 | 10 | 5 | 1 | 6 | -0.1
CS(=O)(=O)c1ccc(C(=O)NNC(=O)c2ccccc2-n2cccc2)cc1 | -2 | 7 | 3 | 1 | 6 | 2 | 0 | 4 | 0.7
CC1=CC(C)(C)N2C(=O)C(=O)c3cc(OC(=O)c4ccco4)cc1c32 | -1 | 75* | 41* | 8 | 68* | 34 | -1 | 51* | 1.0
COc1ccc(C(=O)NCC23C=CC(O2)C2C(=O)N(Cc4ccccc4)C(=O)C23)cc1 (centres undefined) | -2 | 17 | -4 | -6 | 20 | 13 | -1 | 33 | -3.1
COc1ccc(NC(=O)CCCNC(=O)Cn2cnc3sc4c(c3c2=O)CCCC4)c(OC)c1 | -3 | 17 | -1 | 13 | 0 | -17 | -2 | -9 | -1.1
CCCC(=O)Nc1c(-c2ccc(OC)cc2)c(=O)c2ccccc2n1C | 1 | 7 | 1 | 8 | -3 | -14 | 2 | 10 | 0.7
O=C(CNc1ccc(F)cc1)c1ccccc1 | -15 | 15 | 0 | 13 | 14 | 15 | -2 | 19 | 2.2
CCOc1cc(/C=N/NC(=O)CCCC(=O)NC2CCCCC2)ccc1O | -4 | 15 | -6 | 11 | 0 | 7 | 0 | 15 | -0.4
O=C(CCS(=O)(=O)c1ccccc1)NC1CCCC1 | 8 | -9 | -4 | -1 | 6 | 0 | -2 | -1 | 0.2
Cc1ccccc1C1CC(c2ccccc2OC(F)F)Nc2ncnn21 (centres undefined) | -3 | 14 | -4 | -2 | 16 | 5 | 1 | 8 | -1.5
Cc1cccc(NC(=O)c2ccco2)c1C | -1 | 23 | -4 | -12 | -3 | -9 | 1 | -22 | -1.7
COc1ccc(CNC(=O)C2CCN(S(=O)(=O)c3cccc4cccnc34)CC2)cc1 | -3 | 18 | -4 | -4 | 3 | -1 | · | -2 | 1.4
CCOC(=O)c1c(C)[nH]c(C(=O)N2CCCC(C(=O)c3ccccc3OC)C2)c1C (centres undefined) | -5 | 12 | -2 | 6 | 19 | 11 | -2 | 18 | 2.6
Cc1c(CCOC(=O)c2cc([N+](=O)[O-])ccc2Cl)sc[n+]1CCCCS(=O)(=O)[O-] | -4 | 16 | -3 | 8 | -2 | 2 | 0 | 7 | 0.1
CC(C)(CNC(=O)CO/N=C1/C=C2CCC3C(C(O)C[C@@]4(C)C3CC[C@]4(O)C(=O)CO)[C@@]2(C)CC1)C(O)C(=O)O (some centres undefined) | -4 | -36 | 3 | 17 | 19 | 10 | 1 | -3 | -0.3
COc1ccccc1OCC(=O)NCC1CCCN(Cc2cnn(C)c2C)C1 (centres undefined) | 4 | 20 | -3 | 3 | 14 | -2 | 1 | 1 | -1.1
CN(Cc1c(C(=O)N/N=C/c2cccs2)nnn1-c1nonc1N)c1ccccc1 | 14 | -12 | -3 | -8 | 48 | 16 | 16* | 39 | 2.1
COC(=O)C1CCN(C(=O)[C@H](C)NC(=O)C2CC(=O)N(c3ccc(F)cc3)C2)CC1 (some centres undefined) | 0 | 7 | -3 | -2 | 11 | 9 | -1 | 13 | 0.6
Cc1ccc(OCC(=O)N(C)Cc2ccccc2)c([N+](=O)[O-])n1 | 0 | 30 | -3 | 0 | 13 | -41 | -1 | 2 | -2.5
COc1ccc([N+](=O)[O-])cc1NC(=O)CC1SC(=Nc2cccc(C)c2C)N(/N=C(\C)c2ccc(C)cc2)C1=O (centres undefined) | 5 | -43 | -3 | -11 | 35 | 20 | 6 | 17 | -1.6
O=C(NCCN1CCN(Cc2ccccc2)CC1)c1ccc(CS(=O)(=O)c2ccc(Br)cc2)o1 | -3 | 31 | 1 | 5 | -1 | -1 | -3 | 14 | 0.0
CCOC(=O)c1nn(-c2cc(C(=O)OC)cc(C(=O)OC)c2)cc1O | -8 | -4 | 3 | -4 | 4 | 3 | 0 | 4 | -0.2
NC(=O)CSc1nnc(C2CC2)n1Cc1ccccc1 | 5 | 21 | 1 | 1 | 10 | 7 | 0 | 5 | 1.9
Cc1cc(C(=O)COC(=O)CN=C2NS(=O)(=O)c3ccccc32)c(C)n1CCc1ccc(Cl)cc1 | -1 | 34 | 0 | 20 | 18 | -1 | -2 | 5 | 1.9
O=C(Cn1cnc2ccccc2c1=O)Nc1ccc(-c2nnc3n2CCCCC3)cc1 | 5 | 13 | -2 | -6 | 18 | 20 | -1 | 6 | -1.9
c1cncc(-c2nnc3sc(-c4ccco4)nn23)c1 | -3 | 15 | -1 | 2 | 8 | -4 | -5 | 2 | -1.6
Cc1cc(C)n(C(C)CNS(=O)(=O)c2ccc(C)c(C)c2)n1 (centres undefined) | 1 | -22 | 0 | -2 | -2 | -13 | 2 | 5 | -0.5
COc1ccc(OC)c(/C=N/NC(=O)CCN2CCN(C(c3ccccc3)c3ccccc3)CC2)c1 | -3 | 14 | -1 | 17 | 6 | 23 | -7 | 21 | 0.0
O=C1OCCC1Sc1nnc(-c2ccccc2Cl)n1Cc1ccccc1 (centres undefined) | -3 | 18 | -4 | 23 | 23 | 13 | -1 | 11 | 1.0
CC(C)CCNC(=O)c1cn(C)c2ccc(S(=O)(=O)N3CCCC3)cc2c1=O | -2 | 6 | -1 | -4 | 11 | -1 | 1 | 23 | 0.3
COc1ccc2c(C)c(CC(=O)N3C[C@H]4C[C@@H](C3)c3cccc(=O)n3C4)c(=O)oc2c1OC | -3 | 0 | -6 | -12 | 3 | -8 | 1 | 1 | 0.8
CC(=O)Nc1ccc(C(=O)COC(=O)c2cc(C)oc2C)c(F)c1 | -3 | 26 | -2 | -3 | 44 | 6 | -4 | -46 | -0.5
O=C1c2ccc([N+](=O)[O-])cc2C(=O)N1Cc1cccnc1 | 1 | 1 | -6 | 21 | 7 | 6 | 0 | 7 | -0.7
Cc1ccc(CNC(=O)CN(C2CCCCC2)S(C)(=O)=O)cc1 | -2 | -14 | -1 | 1 | -8 | -3 | -1 | 22 | 1.3
CC(OC(=O)Cc1coc2cc3c(cc12)CCC3)C(=O)NC(N)=O (centres undefined) | -1 | 3 | 6 | -5 | 8 | -12 | 0 | 10 | 0.9
COc1ccc(S(=O)(=O)N2CCOC2CNC(=O)C(=O)NCCc2ccccc2)cc1OC (centres undefined) | -2 | -8 | 1 | -18 | 9 | 1 | -1 | 5 | -3.0

Some of the entries so far, with tabs.
SMILES	APJ agonist	Mdm2-MdmX inh	XBP1 UPR activ	NLRP3 yeast inh	tim23-1 inh	TIM10 inh	GRIN3A LBD mod	tim10-1 inh	CHOP UPR activ
COc1ccc(OC)c(/C=N/NC(=O)CCN2CCN(C(c3ccccc3)c3ccccc3)CC2)c1	-3	14	-1	17	6	23	-7	21	0.0
O=C1OCCC1Sc1nnc(-c2ccccc2Cl)n1Cc1ccccc1 (centres undefined)	-3	18	-4	23	23	13	-1	11	1.0
CC(C)CCNC(=O)c1cn(C)c2ccc(S(=O)(=O)N3CCCC3)cc2c1=O	-2	6	-1	-4	11	-1	1	23	0.3
